RNase H inhibition: RNase H inhibition, HIV 1 Gag Pol polyprotein, FRET biochemical assay, screening (AID 372); HIV-1 RT RNase H, FRET RNA/DNA substrate fluorescence; higher % means a stronger effect; inhibition, % at 10 µM; hits with a dose series show IC50 in µM; actives 0.77% (n = 100,000); in the data active = inhibition above about 50%
The depositor's hits bear a star. A portion of the library; the hit share may differ from the screen's.

SMILES	RNase H inhibition
Cc1cc(N2CCN(c3ccccc3)CC2)nc(-c2ccccc2O)n1	5%
O=c1[nH]c(O)c(C=Nc2ccccc2C(F)(F)F)c(=O)[nH]1	3%
CCOCc1cnc(C)nc1NC(C)=O	0%
COC(=O)CN(c1ccc(OC)c(Cl)c1)S(=O)(=O)c1ccccc1	6%
O=[N+]([O-])c1ccc(N2CCN(S(=O)(=O)c3ccccc3)CC2)cc1NCCc1ccccc1	8%
COc1ccc(CN=C(Nc2ccccc2)SC2CC(=O)N(c3cccc(Cl)c3)C2=O)cc1 (stereo not drawn)	4%
CC(C)=CCC(C)(C)C1OCCN1C(=O)c1ccccc1 (stereo not drawn)	0%
Cc1ccccc1OCCn1cc(C=C2C(=O)NC(=S)NC2=O)c2ccccc21	4%
CCN(CC)c1ccc(C(=O)Nc2ccccc2Cl)cc1	6%
COc1cccc(/C=N\N2CCN(c3ccccc3)CC2)c1OC	3%
Cc1cc(C)c2oc(-c3ccc(C)c(NC(=S)NC(=O)c4cccc(Br)c4)c3)nc2c1	15%
COc1cccc(-c2cc(=O)oc(-c3ccccc3OC)n2)c1	13%
CCOc1cc(/C=C2\SC(=S)NC2=O)cc(Br)c1OCc1ccccc1C	25%
N#CC1=C(N)OC2=C(C(=O)CC(c3ccccc3)C2)C1c1c[nH]c2ccccc12 (stereo not drawn)	29%
Fc1ccc(NC(=S)N2CCN(Cc3ccc4c(c3)OCO4)CC2)cc1	15%
COc1cc(/C=N/NC(=O)C(C)Nc2ccc(Cl)cc2)cc(OC)c1OC (stereo not drawn)	6%
Oc1ccc(C=Nc2ccc(-c3ccccc3)cc2)cc1	14%
O=C(Nc1nnc(Cc2ccccc2F)s1)Nc1ccc(Cl)cc1Cl	18%
O=C(O)C1C2CCC(O2)C1C(=O)NCCC1=CCCCC1 (stereo not drawn)	8%
CC(=O)c1ccc(N=Cc2ccc(OCc3ccccc3)cc2)cc1	1%
Cc1ccc(NC(=S)Nc2ccc(F)cc2)cc1C	0%
Cc1ccc(C(=O)NC=C(C#N)C#N)cc1	10%
CCc1ccccc1OCCOCCOc1cccc2cccnc12	19%
COc1cccc2cc(C(=O)O)c(=O)oc12	6%
Cn1c(-c2ccc(C=O)o2)nc2c3ccccc3c3ccccc3c21	5%

(next part)
SMILES	RNase H inhibition
Cc1cccc(-n2c(C)cc(/C=C(/C#N)C(=O)Nc3ccccc3C)c2C)c1	15%
CCOc1ccccc1NC(=O)C(=O)NCCc1ccccc1	10%
O=C(NC(=S)Nc1ccc2c3c(cccc13)CC2)c1cccc2ccccc12	10%
CCCC1=NN2C(=N)/C(=C/c3cccs3)C(=O)N=C2S1	5%
Cc1ccc(C(C)C)c(OCC(=O)Nc2ccc(NC(=O)c3ccco3)cc2)c1	7%
NS(=O)(=O)c1cccc(NC(=O)COc2ccccc2)c1	0%
CCOc1ccc(-c2csc(/C(C#N)=C/c3cccc(F)c3)n2)cc1	10%
Cc1ccc(Cl)c(OCCN2CCCCC2)c1	3%
O=C(c1ccc([N+](=O)[O-])cc1[N+](=O)[O-])N1CCN(C/C=C/c2ccccc2)CC1	7%
CCn1c(C(O)c2ccc(OCc3ccccc3)c(OC)c2)nc2ccccc21 (stereo not drawn)	13%
COc1ccc(/C=C/C(=O)c2cc3c(nc2C)CCCC3)cc1	23%
O=C(COc1ccccc1[N+](=O)[O-])Nc1cc(Cl)cc(Cl)c1	5%
Cc1ccccc1NC(=O)c1cc(-c2ccco2)nc2ccccc12	12%
O=C(O)CCCCCN1C(=O)C(=O)/C(=C(/O)c2ccc(F)cc2)C1c1ccccc1 (stereo not drawn)	3%
S=C1NC(c2cccs2)=CC(c2ccc(Br)cc2)N1 (stereo not drawn)	9%
COc1cc(/C=C2\SC(NC(C)=O)=NC2=O)cc(Br)c1OCc1ccccc1	5%
COc1ccc(-c2[nH]c3[n+](c2N)CCS3)cc1	8%
COc1cc(C2Oc3ccccc3C3CC(c4ccccc4)=NN32)ccc1OC(C)=O (stereo not drawn)	2%
Brc1ccc(OCCCCCN2CCCC2)cc1	1%
C/C(=C/C(=O)Nc1c(C)n(C)n(-c2ccccc2)c1=O)C(=O)O	8%
Cc1c(C(=O)O)cccc1N1C(=O)c2ccc(Oc3ccc([N+](=O)[O-])cc3)cc2C1=O	1%
CCCOc1ccc(C2NC(=O)NC(C)=C2C(=O)OCC)cc1 (stereo not drawn)	14%
C=CCOc1c(Cl)cc(/C=C2\C(=O)NC(=O)N(c3ccc(Cl)cc3)C2=O)cc1OC	5%
COc1ccc(-c2cc(C(F)(F)F)n3ncc(C(=O)Nc4cccc(C(C)=O)c4)c3n2)cc1OC	0%
Cn1cccc1C=Nn1c(-c2ccc(C(C)(C)C)cc2)n[nH]c1=S	23%

(list continues)
SMILES	RNase H inhibition
CC(C)CC(=O)NS(=O)(=O)c1ccc(NC(=O)c2cccc(Br)c2)cc1	11%
CCCC(=O)Nc1cc(-c2nc3cc(CC)ccc3o2)ccc1C	14%
CN(C)c1ccc(/C=C2/C(=O)NC(=O)N(CCCO)C2=O)cc1	10%
COc1cccc(C(=O)/C=C/c2ccc(Br)cc2)c1	17%
COC(=O)c1cccc(N2C(=O)c3ccc(C(=O)OC)cc3C2=O)c1	0%
Cc1sc(/N=C/c2ccc([N+](=O)[O-])cc2)c(C#N)c1C	12%
CCOC(=O)C1=C(C)N=c2s/c(=C\c3cc(OC)ccc3Br)c(=O)n2C1c1ccccc1 (stereo not drawn)	19%
CN(C)c1ccc(/C=C/C(=O)c2ccc(I)cc2)cc1	5%
CN(CCO)C1=NS(=O)(=O)c2ccccc21	0%
CCOC(=O)N1c2ccccc2Sc2ccccc21	37%
COc1ccc(OC)c(N/C(N)=N/c2nc(C(F)(F)F)cc(=O)[nH]2)c1	19%
Oc1c(/C=N/Nc2nc3ccccc3s2)sc2ccccc12	23%
C=CCn1c(CCCN2C(=O)c3cccc4cccc(c34)C2=O)nnc1SCC(=O)O	0%
O=S(=O)(Nc1ccccc1C(F)(F)F)c1ccccc1	4%
CN1CCN(CC(=O)N/N=C/C2CC=CCC2)CC1 (stereo not drawn)	8%
CCOc1ccccc1Nc1nc(-c2cccnc2)cs1	13%
CS(=O)(=O)N(Cc1ccc(Cl)cc1)c1ccc(C(=O)NCc2ccncc2)cc1	5%
COCCN1C(=O)/C(=C/C=C/c2ccccc2)SC1=S	0%
COc1ccc(NC(=O)CCc2ccccc2)cc1Cl	15%
O=S(=O)(Oc1ccc(Cl)cc1)c1ccccc1Br	14%
Cc1ccc(/C=C2/SC(=Nc3ccc(F)cc3)NC2=O)cc1	34%
COc1ccc2c(c1)-c1c(ssc1=S)C(C)(C)N2C(=O)CN1C(=O)CCC1=O	4%
Cc1sc2nc(-c3ccc(-c4ccccc4)cc3)oc(=O)c2c1C	17%
O=C(c1cccc(Cl)c1)N1CCc2ccccc21	5%
CCCN(CC)c1nc2c(C)cccn2c(=O)c1/C=C1\SC(=S)N(CCOC)C1=O	10%

Retrieved by compound from above, 2 records:
SMILES	RNase H inhibition
COc1ccc(NC(=O)CCc2ccccc2)cc1Cl	15%
COc1ccc2c(c1)-c1c(ssc1=S)C(C)(C)N2C(=O)CN1C(=O)CCC1=O	4%

Further compounds
SMILES	RNase H inhibition
CC(C)(C)n1ncc(O)c(Cl)c1=O	0%
CCCCc1c(C)nc(N/N=C/c2ccc(OCCC)cc2O)[nH]c1=O	5%
CC1CCN(CCCCOc2c(Cl)cccc2Cl)CC1	5%
FC(F)(F)c1ccccc1/C=N/n1c(-c2ccccc2)n[nH]c1=S	4%
CCCSc1nnc2c(n1)OC(c1c(Br)cc(Br)c(O)c1Br)Nc1ccccc1-2 (stereo not drawn)	8%
Cc1cccc(C(=O)NN2CCN(C)CC2)c1	6%
COc1ccc(-c2nc3ccccc3n2CCc2ccccc2)cc1	11%
CN(C)c1ccc(/C=C2\C(=O)NC(=S)N(c3cccc(Cl)c3Cl)C2=O)cc1	22%
Fc1ccc(NC(=S)N2CCN(Cc3ccccc3)CC2)cc1	0%
CCN(CC)C(=O)c1c(NC(=O)c2cccs2)sc2c1CCC(C)C2 (stereo not drawn)	11%
CCCCOC(=O)c1ccc(NC(=O)COc2ccc(C)cc2C)cc1	19%
COc1cccc(CN2CCN(C(=O)c3ccc([N+](=O)[O-])cc3)CC2)c1OC	6%
CCc1c(C)c2ccc(OC(C)=O)c(C)c2oc1=O	11%
COc1cccc(/C=C2\N=C(c3ccccc3OC)OC2=O)c1	20%
O=C(/C=C/c1ccc(Cl)cc1)Nc1ccc(Br)cc1F	3%
NC(=O)c1c(NC(=O)CCC2CCCCC2)sc2c1CCCCCC2	0%
Cc1ccoc1C(=O)Nc1ccccc1C(=O)O	9%
COc1cc(C2C(C(=O)OCCOc3ccccc3)=C(C)NC3=C2C(=O)CC(c2ccc(Cl)cc2)C3)cc(Cl)c1O (stereo not drawn)	12%
CC(=O)C1C(=O)CC(C)(O)C(C(C)=O)C1c1ccccc1F (stereo not drawn)	3%
O=C(O)c1ccc(N2C(=O)c3cc(Cl)c(Cl)cc3C2=O)cc1	16%
CCOC(=O)c1c(NC(=O)c2ccc(C)c([N+](=O)[O-])c2)sc(C(=O)Nc2ccccc2C(F)(F)F)c1C	13%
COc1cc2c(cc1OC)CN(Cc1cccc(OCc3ccccc3)c1)CC2	7%
CCC(CC)NCc1ccccc1OC	4%
COc1cc(N2C(=O)NC(=O)/C(=C\c3cc(Br)c(O)c(OC)c3)C2=O)c(OC)cc1Cl	2%
CCOc1ccc(NC(=O)c2c(NC(=O)c3ccccc3)sc3c2CCC3)cc1	6%

The list goes on.
SMILES	RNase H inhibition
COc1ccc(OC)c(N2C(=O)CC(Sc3nc4ccccc4s3)C2=O)c1 (stereo not drawn)	7%
O=C(NCc1ccc(Cl)cc1Cl)C(=O)NC1CCCC1	2%
Cc1ccc(C(=O)/C=C/Nc2ccc(Cl)c(Cl)c2)cc1	31%
CCn1cc(C(=O)NN)c(=O)c2cc(Br)ccc21	0%
Cc1ccc(-c2[nH]n3c(=O)c(C)c(C)nc3c2C)cc1	10%
COc1ccc(CSC2=NCCN2)cc1[N+](=O)[O-]	20%
COc1cccc(-n2[nH]c3c4c(ccc3c2=O)C(=O)c2ccccc2C4=O)c1	0%
COc1ccc(/C=C/C(=O)c2ccc(Br)cc2)c(OC)c1	20%
O=C(C1=C(Nc2ccc(Br)cc2)CCCC1)C(F)(F)F	16%
O=C(NC(CO)(CO)CO)c1cccc(-c2ccc(O)cc2)c1	0%
COCCOC(=O)c1ccc(NC(=O)C(C)Oc2ccc(Cl)cc2C)cc1 (stereo not drawn)	11%
Cc1ccc(/C=C2\SC(=S)N(c3ccc(F)cc3)C2=O)cc1	12%
CC1=CC(C)(C)Nc2ccc(OC(=O)c3ccccc3Br)cc21	26%
Cc1ccc2nc(-c3ccc(Cl)c(NC(=O)c4cc(Br)ccc4Cl)c3)oc2c1	20%
Cc1ccccc1-n1nnnc1C(c1ccccc1)N(C)Cc1cccc(Cl)c1 (stereo not drawn)	6%
O=C(O)C1C2CCC(C2)C1C(=O)Nc1nc(-c2ccc(Cl)cc2Cl)cs1 (stereo not drawn)	4%
CC(=O)Cc1cc(O)c2ccccc2c1OC(=O)c1ccc(C)cc1	13%
CCOc1ccc(N(CC(=O)N2CCN(C)CC2)S(=O)(=O)c2ccc(SC)cc2)cc1	11%
N#Cc1cccc(N=Cc2ccc3ccccc3c2)c1	35%
COCCOC(=O)C1=C(C)OC(N)=C(C#N)C1c1ccc2c(c1)OCO2 (stereo not drawn)	21%
COc1cc(C=C2C(=O)NC(=O)NC2=O)ccc1OCc1c(C)ccc2ccccc12	31%
O=C(N/N=C/c1ccc(-c2cccc(C(F)(F)F)c2)o1)c1ccco1	19%
Cc1cc(C)cc(N(CC(=O)N2CCN(Cc3ccccc3)CC2)S(=O)(=O)c2ccccc2)c1	0%
COC(=O)c1cc(NC(=O)c2cccc(N(C)C)c2)cc(C(=O)OC)c1	12%
COc1ccc(CN2CCN(Cc3ccc(OC)c(OC)c3)CC2)cc1Br	21%
CC(=O)Nc1ccc(Oc2ccc3c(c2)C(=O)N(c2ccc(C)c(Cl)c2)C3=O)cc1	2%
COc1cc(OC)c(OC)cc1/C=C1/C(=O)NC(=O)N(c2c(C)cc(C)cc2C)C1=O	37%
O=c1c2cc3c(=O)n(Cc4ccco4)c(=O)c3cc2c(=O)n1Cc1ccco1	0%

Compounds listed so far with bromine (18):
SMILES	RNase H inhibition
Cc1cc(C)c2oc(-c3ccc(C)c(NC(=S)NC(=O)c4cccc(Br)c4)c3)nc2c1	15%
CCOc1cc(/C=C2\SC(=S)NC2=O)cc(Br)c1OCc1ccccc1C	25%
S=C1NC(c2cccs2)=CC(c2ccc(Br)cc2)N1 (stereo not drawn)	9%
COc1cc(/C=C2\SC(NC(C)=O)=NC2=O)cc(Br)c1OCc1ccccc1	5%
Brc1ccc(OCCCCCN2CCCC2)cc1	1%
CC(C)CC(=O)NS(=O)(=O)c1ccc(NC(=O)c2cccc(Br)c2)cc1	11%
COc1cccc(C(=O)/C=C/c2ccc(Br)cc2)c1	17%
CCOC(=O)C1=C(C)N=c2s/c(=C\c3cc(OC)ccc3Br)c(=O)n2C1c1ccccc1 (stereo not drawn)	19%
O=S(=O)(Oc1ccc(Cl)cc1)c1ccccc1Br	14%
CCCSc1nnc2c(n1)OC(c1c(Br)cc(Br)c(O)c1Br)Nc1ccccc1-2 (stereo not drawn)	8%
O=C(/C=C/c1ccc(Cl)cc1)Nc1ccc(Br)cc1F	3%
COc1cc(N2C(=O)NC(=O)/C(=C\c3cc(Br)c(O)c(OC)c3)C2=O)c(OC)cc1Cl	2%
CCn1cc(C(=O)NN)c(=O)c2cc(Br)ccc21	0%
COc1ccc(/C=C/C(=O)c2ccc(Br)cc2)c(OC)c1	20%
O=C(C1=C(Nc2ccc(Br)cc2)CCCC1)C(F)(F)F	16%
CC1=CC(C)(C)Nc2ccc(OC(=O)c3ccccc3Br)cc21	26%
Cc1ccc2nc(-c3ccc(Cl)c(NC(=O)c4cc(Br)ccc4Cl)c3)oc2c1	20%
COc1ccc(CN2CCN(Cc3ccc(OC)c(OC)c3)CC2)cc1Br	21%
